# Source: PubChem (NMMLSC)
# Bfl-1 Bim block: disrupts Bim binding to human Bfl-1; actives 0.12% (n = 190,000); Bead-based flow cytometry, Bim-Bfl-1 binding inhibition; inhibition, % at 10 µM; Q16548;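 note: 0% = wells without compound plus tracer and 100% = blocker peptide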
# Bcl-W Bim block: inhibitors of Bim-Bcl-W interaction, human | inhibition, % at 10 µM | AID 952 | actives 0.02% (n = 190,000) | bead-based flow cytometry, Bim peptide-Bcl-W binding | Q92843;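 note: 0% = bound tracer without compound and 100% = peptide blocker; higher means less fluorescent Bim peptide bound to Bcl-W beads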
# Target sequence (Q92843 whole entry, looked up): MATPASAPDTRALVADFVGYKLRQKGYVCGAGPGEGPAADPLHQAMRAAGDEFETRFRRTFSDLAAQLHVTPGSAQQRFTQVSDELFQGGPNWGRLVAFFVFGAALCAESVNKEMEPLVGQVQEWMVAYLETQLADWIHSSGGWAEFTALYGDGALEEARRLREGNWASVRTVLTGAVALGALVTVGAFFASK
# ABCG2 block: inhibitors of human ABCG2 transporter, ABCB1 counter-screen. Q9UNQ0. IgMXP3 cells, JC-1 efflux, flow cytometry. inhibition, % at 6.6 µM. actives 0.1% (n = 190,000);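 active = inhibition above 80%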;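 note: 0% = DMSO and 100% = nicardipine control wells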
# Target sequence (Q9UNQ0 whole entry, looked up): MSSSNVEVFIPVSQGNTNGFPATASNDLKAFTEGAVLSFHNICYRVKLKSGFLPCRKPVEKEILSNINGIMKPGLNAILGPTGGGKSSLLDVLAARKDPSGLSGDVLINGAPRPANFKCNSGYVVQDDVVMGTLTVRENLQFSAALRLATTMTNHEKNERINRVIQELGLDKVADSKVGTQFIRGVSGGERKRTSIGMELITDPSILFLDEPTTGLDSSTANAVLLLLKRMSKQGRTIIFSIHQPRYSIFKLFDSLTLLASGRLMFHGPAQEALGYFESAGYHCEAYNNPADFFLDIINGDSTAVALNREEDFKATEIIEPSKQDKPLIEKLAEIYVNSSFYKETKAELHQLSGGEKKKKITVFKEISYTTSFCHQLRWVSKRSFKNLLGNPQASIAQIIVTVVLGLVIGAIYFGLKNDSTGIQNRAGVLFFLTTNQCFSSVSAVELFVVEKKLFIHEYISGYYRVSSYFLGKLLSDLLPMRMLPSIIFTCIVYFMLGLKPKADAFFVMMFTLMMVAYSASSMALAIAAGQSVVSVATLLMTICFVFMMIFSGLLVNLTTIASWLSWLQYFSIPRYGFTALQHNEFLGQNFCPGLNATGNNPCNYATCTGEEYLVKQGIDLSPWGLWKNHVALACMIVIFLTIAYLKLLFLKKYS
#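 test system = two drug-resistant human cell lines, ABCG2 and ABCB1 | amount = 3 million cells/mL final, two lines in 1:1 ratio | reagent = JC-1 transporter substrate | doses = one concentration, 6.6 µM final | incubation = 10 min at 25 °C | signal = flow cytometric JC-1 green MFI at 530 nm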
# RGS4-Gao reg: human RGS4-Galphao interaction regulation | Multiplexed bead flow cytometry, RGS4-Galphao binding; actives lie on both sides | P09471 | actives 0.33% (n = 220,000) | binding response (% of control), % at 10 µM; in the data active = binding response below about 49% or above about 150%; inactive = in between;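 note: fluorescent Galphao activated with aluminum fluoride binding bead-coupled RGS4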
# Bcl-XL Bim block: human Bim-Bcl-XL interaction inhibition | Q07817 | Bim peptide-Bcl-XL binding, bead flow cytometry, fluorescence | inhibition, % at 10 µM | actives 0.04% (n = 190,000) | AID 1007
# Bim-Bcl-B: disrupts Bim peptide binding to human Bcl-B. actives 0.073% (n = 190,000). bead-based flow cytometry. inhibition, % at 10 µM. Q9HD36;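 note: 0% = tracer peptide without compound and 100% = reference inhibitor peptide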
# Target sequence (Q9HD36 whole entry, looked up): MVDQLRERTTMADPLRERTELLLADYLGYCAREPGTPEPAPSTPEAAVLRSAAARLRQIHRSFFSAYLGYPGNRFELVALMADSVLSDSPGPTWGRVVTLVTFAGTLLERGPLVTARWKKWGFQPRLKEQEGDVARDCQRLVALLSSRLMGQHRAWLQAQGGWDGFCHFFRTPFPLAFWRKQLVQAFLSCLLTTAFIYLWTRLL
# ABCB1 block: blocks JC-1 efflux by human ABCB1 transporter; P08183; CCRF-Adr cells, flow cytometry; inhibition, % at 6.6 µM; actives 0.067% (n = 190,000); AID 1326; in the data active = inhibition above about 40%;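 note: 0% = vehicle and 100% = reference inhibitor; higher value means more JC-1 retained so stronger ABCB1 efflux block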
# Bim-Bcl-2: inhibitors of Bim-Bcl-2 interaction, human. inhibition, % at 10 µM. actives 0.06% (n = 190,000). Bead-based flow cytometry, Bim peptide-Bcl-2 binding. AID 950; in the data active = inhibition above about 40%; inconclusive = no clear call, values can overlap the other calls;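 note: 0% = no compound wells with probe peptide and 100% = reference peptide inhibitor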
# RGS7-Gao: modulates binding of RGS7 to human Galphao | P09471 | Multiplexed bead flow cytometry; actives lie on both sides | binding response (% of control), % at 10 µM | actives 0.35% (n = 220,000) | AID 1439; in the data active = binding response below about 49% or above about 150%; inconclusive = no clear call, values can overlap the other calls; inactive = in between;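 note: fluorescent Galphao held in activated GDP-AlF4 state binding bead-coupled RGS7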
# Avidin fluor: avidin bead compound fluorescence profile; Avidin beads, compound fluorescence 488/530 nm, flow cytometry; active compounds read high; fluorescence (KMESF) at 10 µM; actives 0.38% (n = 220,000); in the data active = fluorescence above about 47; note: inactives centre near 10
# GSH fluor: compound fluoresces at 488/530 nm on GSH beads. fluorescence (KMESF) at 10 µM. AID 1776. actives 0.25% (n = 190,000). GSH beads flow cytometry, compound fluorescence 488/530 nm; active compounds read high; in the data active = fluorescence above about 89;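 note: glutathione beads carrying GST-tagged Bcl family fusion proteins plus one bare bead set; values are compound well signal with DMSO vehicle wells as background; inactives centre near 16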
# * marks the source's active call; other numbers are inactive results; ? = inconclusive. Cut-off read from the data, not from the text of the source, unless noted: active = inhibition above about 40%.
SMILES,Bfl-1 Bim block,Bcl-W Bim block,ABCG2 block,RGS4-Gao reg,Bcl-XL Bim block,Bim-Bcl-B,ABCB1 block,Bim-Bcl-2,RGS7-Gao,Avidin fluor,GSH fluor
CC(C)C(=O)c1cn(Cc2ccc(C#N)cc2)c2ccccc12,4.0,0.0,4.0,101.0,0.0,0.0,0.1,1.0,101.8,6,62
COc1ccc2c(c1)CC1(CN2C)C(=O)NC(=O)N(c2ccc(C)cc2)C1=O (stereo unspecified),-20.0,-6.0,2.4,100.1,-14.0,-13.0,0.1,-15.0,100.3,12,26
O=C(NC1(C(F)(F)F)Oc2ccccc2O1)N1CCC2(CC1)OCCO2,3.0,0.0,2.7,92.5,-2.0,-1.0,0.4,1.0,93.2,4,18
OC(c1ccccc1)(c1ccccc1)C1CCNCC1,-9.0,2.0,0.8,100.0,-5.0,-11.0,0.0,-7.0,98.3,10,43
O=C(C1CC(=O)N(C2CCCC2)C1)N1CCC2(CC1)OCCO2 (stereo unspecified),1.0,0.0,1.5,100.8,-2.0,0.0,0.3,0.0,106.0,11,17
CN(C)c1ccc([P+](=O)c2ccc(N(C)C)cc2)cc1,0.0,-1.0,2.7,102.3,-1.0,-4.0,0.5,-2.0,103.0,8,11
S=c1[nH]c2ccccc2[nH]1,-2.0,-3.0,-0.5,98.8,-4.0,-8.0,-0.3,0.0,99.0,24,14
COc1ccc(C(=O)Oc2cccc3cccnc23)cc1S(=O)(=O)N1CCOCC1,-4.0,0.0,5.6,95.5,1.0,-1.0,1.3,-4.0,101.8,13,13
O=C(c1ccccc1F)c1cn(Cc2ccc(F)cc2)c2ccccc12,-1.0,-5.0,13.7,101.1,-5.0,-9.0,1.2,-1.0,98.6,6,11
CCOc1ccc(-n2c(-c3ccoc3)nc3ccccc3c2=O)cc1,-14.0,0.0,1.7,99.3,-1.0,-9.0,1.2,-6.0,100.9,12,25
Fc1ccc2c(c1)nnn2C1CCN(Cc2c(Cl)cccc2Cl)CC1,-3.0,-3.0,10.9,103.0,-7.0,-9.0,2.5,-5.0,100.8,7,14
COc1ccc(CN2CCCC(C(=O)c3sccc3C)C2)cc1O (stereo unspecified),-1.0,0.0,1.4,102.5,-2.0,2.0,1.1,1.0,106.2,13,26
O=C(CNC(=O)c1ccccc1Cl)Nc1ccc(Br)cc1C(=O)c1ccccc1,0.0,-4.0,18.3,104.4,-7.0,-8.0,3.3,-2.0,103.6,4,6
[N-]=[N+]=CC(=O)OC[C@H](N)C(=O)O,1.0,0.0,0.0,100.9,-2.0,0.0,0.0,3.0,101.7,11,21
CCCC[N+]12CCC(CC1)C(C(=O)c1cccs1)C2 (stereo unspecified),0.0,2.0,1.3,101.7,-1.0,0.0,0.5,1.0,96.8,20,9

# In another format: results already given.
O=C(NC1(C(F)(F)F)Oc2ccccc2O1)N1CCC2(CC1)OCCO2
  Bfl-1 Bim block = 3.0
  Bcl-W Bim block = 0.0
  ABCG2 block = 2.7
  RGS4-Gao reg = 92.5
  Bcl-XL Bim block = -2.0
  Bim-Bcl-B = -1.0
  ABCB1 block = 0.4
  Bim-Bcl-2 = 1.0
  RGS7-Gao = 93.2
  Avidin fluor = 4
  GSH fluor = 18

OC(c1ccccc1)(c1ccccc1)C1CCNCC1
  Bfl-1 Bim block = -9.0
  Bcl-W Bim block = 2.0
  ABCG2 block = 0.8
  RGS4-Gao reg = 100.0
  Bcl-XL Bim block = -5.0
  Bim-Bcl-B = -11.0
  ABCB1 block = 0.0
  Bim-Bcl-2 = -7.0
  RGS7-Gao = 98.3
  Avidin fluor = 10
  GSH fluor = 43

# New compounds follow
SMILES,Bfl-1 Bim block,Bcl-W Bim block,ABCG2 block,RGS4-Gao reg,Bcl-XL Bim block,Bim-Bcl-B,ABCB1 block,Bim-Bcl-2,RGS7-Gao,Avidin fluor,GSH fluor
N[C@@H](Cc1c[nH]c2ccccc12)c1nnc(SCc2ccccc2)o1,-1.0,3.0,-4.8,96.8,-2.0,0.0,-6.1,1.0,100.2,15,27
O=C1/C(=C/c2cccnc2)N2CCC1CC2,-4.0,0.0,0.8,100.4,-3.0,-1.0,0.1,-4.0,98.4,11,11
C=CCn1c(O)c(C=Nc2ccc(N(CC)CC)cc2)c(=O)[nH]c1=O,-2.0,-5.0,10.3,93.6,4.0,-1.0,1.4,-3.0,91.9,8,26
N#Cc1c(/N=C/c2c(O)n(Cc3ccco3)c(=O)[nH]c2=O)sc2c1CCCC2,0.0,-1.0,-0.9,98.5,-1.0,-3.0,-0.5,-1.0,100.8,5,19
Cc1cccc(N2C(=O)NC(=O)/C(=C/c3cc4c(cc3[N+](=O)[O-])OCO4)C2=O)c1,7.0,5.0,-5.7,90.1,-1.0,-2.0,-1.2,3.0,84.9,6,11
CC(=O)N1CN(C(C)=O)CN(C(C)=O)C1,-5.0,-3.0,-0.3,100.6,0.0,-3.0,0.4,-3.0,103.0,3,10
COc1ccc(CN2C(=O)NC(=O)/C(=C/c3ccc([N+](=O)[O-])o3)C2=O)cc1,7.0,8.0,-10.2,98.4,2.0,4.0,-1.0,1.0,93.1,8,13
O=C(/C=C/c1ccccc1)c1c(O)n(CCc2ccccc2)c(=O)[nH]c1=O,-4.0,-6.0,25.4,103.0,-6.0,-4.0,0.2,-2.0,97.5,9,12
CC(C)(C)c1ccc(C(=O)C2CCCN(C3CCC3)C2)cc1 (stereo unspecified),-6.0,0.0,2.4,104.7,-2.0,-3.0,0.8,0.0,103.4,9,9
C=CCOC(=O)C1=C(C)OC(N)=C(C#N)C12C(=O)N(CN1CCOCC1)c1ccccc12 (stereo unspecified),-2.0,0.0,1.8,104.8,0.0,5.0,0.2,-3.0,99.9,17,6
CN1C(=O)NC(=O)/C(=C\C=C\c2ccccc2[N+](=O)[O-])C1=O,27.0,2.0,2.3,95.0,0.0,3.0,0.5,5.0,?,8,9
COc1ccc(-c2cc(=Nc3ccccc3)c3cc(C)ccc3o2)cc1,-5.0,-5.0,12.3,98.8,-9.0,-6.0,0.7,-5.0,96.7,7,9
O=C(c1c[nH]c2ccc(S(=O)(=O)N3CCC4(CC3)OCCO4)cc2c1=O)N1CCC2(CC1)OCCO2,-1.0,0.0,5.0,101.4,0.0,-1.0,1.3,1.0,100.9,21,9
COc1ccc(C(=O)C2CN(C)CC2C(=O)c2ccc(OC)cc2)cc1 (stereo unspecified),-19.0,-2.0,5.5,99.3,-6.0,-11.0,1.4,-10.0,96.4,12,32
CNP1(NC)=Nc2nn(-c3ccccc3)c(N)c2C(c2ccccc2)=N1,-9.0,-1.0,2.4,92.8,-1.0,-7.0,0.4,-8.0,88.9,7,12

# Next section; it opens with the 7 that closed the last part.
SMILES,Bfl-1 Bim block,Bcl-W Bim block,ABCG2 block,RGS4-Gao reg,Bcl-XL Bim block,Bim-Bcl-B,ABCB1 block,Bim-Bcl-2,RGS7-Gao,Avidin fluor,GSH fluor
CC(C)(C)c1ccc(C(=O)C2CCCN(C3CCC3)C2)cc1 (stereo unspecified),-6.0,0.0,2.4,104.7,-2.0,-3.0,0.8,0.0,103.4,9,9
C=CCOC(=O)C1=C(C)OC(N)=C(C#N)C12C(=O)N(CN1CCOCC1)c1ccccc12 (stereo unspecified),-2.0,0.0,1.8,104.8,0.0,5.0,0.2,-3.0,99.9,17,6
CN1C(=O)NC(=O)/C(=C\C=C\c2ccccc2[N+](=O)[O-])C1=O,27.0,2.0,2.3,95.0,0.0,3.0,0.5,5.0,?,8,9
COc1ccc(-c2cc(=Nc3ccccc3)c3cc(C)ccc3o2)cc1,-5.0,-5.0,12.3,98.8,-9.0,-6.0,0.7,-5.0,96.7,7,9
O=C(c1c[nH]c2ccc(S(=O)(=O)N3CCC4(CC3)OCCO4)cc2c1=O)N1CCC2(CC1)OCCO2,-1.0,0.0,5.0,101.4,0.0,-1.0,1.3,1.0,100.9,21,9
COc1ccc(C(=O)C2CN(C)CC2C(=O)c2ccc(OC)cc2)cc1 (stereo unspecified),-19.0,-2.0,5.5,99.3,-6.0,-11.0,1.4,-10.0,96.4,12,32
CNP1(NC)=Nc2nn(-c3ccccc3)c(N)c2C(c2ccccc2)=N1,-9.0,-1.0,2.4,92.8,-1.0,-7.0,0.4,-8.0,88.9,7,12
O=P(N[C@@H](c1ccccc1)[C@@H]1C[C@H]1CO)(c1ccccc1)c1ccccc1,-2.0,-2.0,3.0,100.0,-2.0,-2.0,1.2,-2.0,97.5,12,19
Cc1nnc2n1-c1ccc(Br)cc1C(c1ccccc1Cl)=NC2,-14.0,8.0,1.9,100.7,8.0,-1.0,0.7,-2.0,99.6,8,55
CCn1c(NN=O)nc2ccccc21,-2.0,-2.0,28.4,103.1,-2.0,-2.0,0.7,-4.0,102.7,9,8
Cn1cccc1CN1CCN(C(=O)COc2ccccc2)CC1,1.0,0.0,1.1,92.0,-2.0,0.0,0.4,0.0,95.2,14,17
O=c1c2ccccc2nc(-c2ccc(Cl)cc2Cl)n1-c1ccncc1,-2.0,0.0,0.4,101.2,-6.0,-3.0,0.4,-1.0,100.9,7,48
O=C1NC(=O)C(=Cc2ccc(SC3CCCCC3)o2)C(=O)N1,0.0,-2.0,-2.3,93.8,-2.0,0.0,-1.2,4.0,94.0,19,10
O=C(Nc1nccs1)C(Cl)(Cl)Cl,-5.0,-2.0,-1.4,96.3,-7.0,-7.0,-0.2,-6.0,?,10,19
COc1ccccc1CN1CCN(C(=O)COc2ccccc2)CC1,-1.0,0.0,4.7,99.8,-4.0,-2.0,2.1,0.0,104.4,8,33
Cc1ccccc1-n1c(O)c(C=Nc2ccc(N(C)C)cc2)c(=O)[nH]c1=O,2.0,2.0,2.1,95.4,-1.0,1.0,1.4,0.0,96.7,30,15
CCCCC(C)C(OC(=O)CC(CC(=O)O)C(=O)O)C(CC(C)CC(O)CCCCC(O)CC(O)C(C)N)OC(=O)CC(CC(=O)O)C(=O)O (stereo unspecified),0.0,-1.0,1.9,103.5,-2.0,-1.0,0.5,-2.0,103.0,7,17
Cc1cccc(-n2c(O)c(C=NCc3cccnc3)c(=O)[nH]c2=O)c1C,-1.0,1.0,12.5,107.8,1.0,1.0,1.0,3.0,105.2,21,16
Cc1cccc(-n2c(-c3cccs3)nc3ccccc3c2=O)c1,-12.0,-3.0,10.8,101.8,-5.0,-7.0,1.3,-4.0,99.1,19,17
CN(C)CCCN=Cc1c(O)n(Cc2ccco2)c(=O)[nH]c1=O,-2.0,-9.0,-0.2,86.8,-4.0,-10.0,-0.3,-4.0,87.5,5,13
CC(C)N1C(=O)CC2(CC[N+](C)(CCOC(=O)C(O)(c3ccccc3)c3ccccc3)CC2)C1=O (stereo unspecified),-15.0,1.0,6.1,32.2*,-6.0,-8.0,-0.2,-5.0,26.7*,4,34
CCN1CCN(C(=O)Cc2ccccc2OC)CC1,-9.0,-4.0,1.4,101.9,-2.0,-4.0,0.7,-8.0,101.9,11,13
Nc1ccccc1C(=O)OCC(=O)N1CCc2ccccc21,-16.0,-1.0,47.9,102.0,-10.0,-11.0,0.9,-7.0,99.9,14,33
Cc1cc(C(=O)N=Nc2c(O)n(C)c3ccccc23)c(C)o1,17.0,6.0,5.5,95.6,9.0,10.0,0.6,15.0,99.4,5,4
N#CCCn1cc(C=C2C(=O)NC(=O)NC2=O)c(-c2ccccc2)n1,1.0,-1.0,5.3,101.6,0.0,5.0,1.4,1.0,93.7,9,14

# An excerpt. The share of hits here may be higher or lower than overall.
